Bioassay records as filed in PubChem BioAssay.
ssDAF12 agonist – S. stercoralis DAF-12 activation, primary screen; HEK293 ssDAF-12/GRIP1 lit1-tk-luc reporter, luminescence; % of 3 µM dafachronic acid response; activation, % at 6.8 µM; actives 1% (n = 370,000); AID 652126;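 active means activation above the mean over all tested compounds plus 3 SD, cut at about 0.9% in these data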;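 further: 0% = DMSO-only wells and 100% = 3 µM delta7-dafachronic acid wells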
GC-A act – GC-A (human) enzyme activation. activation, % at 10 µM. HEK293 GC-A cells, cGMP TR-FRET, EC30 ANP; 0% at EC30 ANP, 100% saturating ANP. AID 1671463. actives 0.14% (n = 370,000); in the data active means activation above about 40%
hgDAF-12 ag – hgDAF-12 agonism, primary luciferase screen; HEK293 GAL4-hgDAF12 UAS-luciferase reporter, agonist luminescence; normalized to butyrate control; activation, % at 6.8 µM; actives 1.8% (n = 370,000);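 active means activation above a cutoff set at the mean of all screened compounds plus 3 SD, cut at about 10% in these data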;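 further: 0% = DMSO wells and 100% = sodium butyrate wells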
GAA850 FXN act – increases GAA850 frataxin promoter reporter activity. HEK293 lucGAA850 FXN promoter luciferase reporter, 24 h; percent of 10 µM SAHA response. activation, % at 6 µM. actives 0.56% (n = 360,000). AID 540364;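 active means activation above the average of all compounds screened plus 3 SD, cutoff fixed separately per campaign, cut at about 7.5% in these data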;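 further: 0% = DMSO wells and 100% = 10 µM SAHA wells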
hcDAF-12 act – H. contortus DAF-12 activation, primary screen. HEK293 hcDAF-12 lit1-tk-luc reporter, luminescence; 0% DMSO, 100% Δ7-dafachronic acid. activation, % at 6.8 µM. actives 1.4% (n = 370,000);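 active means activation above the mean of all tested compounds plus 3 SD, cut at about 5.5% in these data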;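 further: 100% = response to 3 µM Δ7-dafachronic acid high control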
GC-B act – GC-B (human) receptor activation; AID 1920062; activation, % at 10 µM; actives 0.11% (n = 370,000); P20594; HEK293-GC-B cells, CNP EC30, cGMP TR-FRET; 0% at EC30 CNP, 100% saturating CNP;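 active means activation at 10 µM reaching about 35% in either raw or pattern-adjusted values, limit read from the data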
DAX1 inh-1 – inhibits human nuclear receptor DAX1. P51843. HEK293 Gal4-DAX1 luciferase reporter, luminescence. actives 0.99% (n = 340,000). inhibition, % at 6.75 µM. AID 504766;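 active means inhibition above the mean over all tested compounds plus 3 SD, cut at about 4.2% in these data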;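 further: 0% = DAX1-transfected cells with DMSO and 100% = empty-vector control cells with DMSO; inhibition shows as a rise in luminescence from relieved DAX1 repression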
Target sequence (P51843 207-470 limits assumed): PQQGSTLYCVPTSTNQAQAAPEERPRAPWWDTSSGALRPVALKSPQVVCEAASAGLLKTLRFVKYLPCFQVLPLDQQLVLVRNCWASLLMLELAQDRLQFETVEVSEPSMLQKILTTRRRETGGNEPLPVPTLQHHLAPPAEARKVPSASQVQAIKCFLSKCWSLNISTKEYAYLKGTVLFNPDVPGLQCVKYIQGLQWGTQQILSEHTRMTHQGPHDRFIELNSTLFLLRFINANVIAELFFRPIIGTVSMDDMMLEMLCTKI
SMARCA2 act – SMARCA2 function activation, primary screen | MG213 cells, MMTV-luciferase reporter, dexamethasone, overnight | activation, % at 9.1 µM | actives 1% (n = 370,000); in the data active means activation above about 7.8%;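 further: 0% = vehicle wells and 100% = reference activator wells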
ADAM10 inh – inhibits human ADAM10. O14672. recombinant ADAM10, EDANS/DABCYL FRET peptide cleavage, 3 h. inhibition, % at 7 µM. actives 0.62% (n = 370,000). AID 720582;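 active means inhibition above a per-campaign cutoff equal to the mean of compounds falling between control-based bounds plus 3 SD, cut at about 20% in these data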;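 further: 0% = DMSO wells while the 100% control is not disclosed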
Target sequence (O14672 214-748 limits assumed): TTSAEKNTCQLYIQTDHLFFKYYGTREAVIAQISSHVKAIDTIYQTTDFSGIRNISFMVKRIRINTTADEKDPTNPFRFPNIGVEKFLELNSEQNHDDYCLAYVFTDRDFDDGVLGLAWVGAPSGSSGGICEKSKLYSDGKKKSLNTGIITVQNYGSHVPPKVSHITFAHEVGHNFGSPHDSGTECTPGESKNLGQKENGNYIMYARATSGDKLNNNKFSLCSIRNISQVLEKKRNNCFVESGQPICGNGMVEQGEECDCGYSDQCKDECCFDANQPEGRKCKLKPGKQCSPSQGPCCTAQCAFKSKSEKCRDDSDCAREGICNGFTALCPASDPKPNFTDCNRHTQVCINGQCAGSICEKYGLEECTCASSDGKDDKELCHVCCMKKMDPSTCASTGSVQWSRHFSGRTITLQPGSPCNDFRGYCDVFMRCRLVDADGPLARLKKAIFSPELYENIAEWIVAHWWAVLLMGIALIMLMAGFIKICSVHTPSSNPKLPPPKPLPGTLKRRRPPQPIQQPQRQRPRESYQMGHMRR
sPLA2-III inh – Inhibits HGIII-sPLA2 liposome hydrolysis, primary screen | Q9NZ20 | QFRET BODIPY PC-A2 liposome hydrolysis, fluorescence | inhibition, % at 12.2 µM | actives 0.56% (n = 370,000);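 active means inhibition above mean plus 3 SD of compounds lying within the high and low control bounds, cut at about 19% in these data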;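 further: 0% = median of test compound wells and 100% = no enzyme DMSO wells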
DAX1 inh-2 – blocks DAX1 repression of SF-1 activated StAR promoter. HEK293T StAR-luciferase reporter, SF-1/DAX-1 repression relief. inhibition, % at 6.8 µM. actives 1.1% (n = 370,000). AID 652010;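 active means inhibition above the mean over all tested compounds plus 3 SD, cut at about 3.6% in these data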;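 further: 0% = DAX-1 cells with DMSO and 100% = cells lacking DAX-1 with DMSO; higher inhibition means more luminescence from relief of DAX-1 repression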
Active calls of the source: *; nt = not tested or not shown. This is a random part of the collection; overall some 6.6% were active at least once.

canonical_smiles	ssDAF12 agonist	GC-A act	hgDAF-12 ag	GAA850 FXN act	hcDAF-12 act	GC-B act	DAX1 inh-1	SMARCA2 act	ADAM10 inh	sPLA2-III inh	DAX1 inh-2
COc1cccc(CNCc2cccnc2)c1OCc1ccccc1	-1.2	-4.4	-3.8	-0.7	-2.3	-2.6	-0.7	-2.7	5.5	2.4	0.1
CC(C(=O)Nc1nncs1)N1C(=O)C2C3C=CC(C3)C2C1=O (centres undefined)	-1.2	1.1	-1.6	1.0	-0.9	-1.4	-0.6	-0.7	11.3	3.2	0.4
CC(C)NC(=O)COc1ncnc2sccc12	-1.0	1.5	-1.2	-2.2	0.5	-3.2	-0.1	-2.2	-6.1	-0.3	-0.4
CC(C)Oc1ccc(CC2CC(=O)NC2=O)cc1 (centres undefined)	-0.8	3.0	1.4	-0.1	-1.9	5.0	1.5	3.0	-0.1	4.7	-0.6
Cc1ccc(C(=O)Cn2nnc3ccccc32)cc1[N+](=O)[O-]	-0.4	1.1	0.4	2.0	1.1	-3.2	6.0*	-0.8	-13.3	-44.1	0.6
O=C(Nc1ccc2c(c1)OCO2)N1CCN(c2ccc(F)cc2)CC1	-1.0	5.2	6.1	2.6	0.2	4.5	-0.9	5.3	-0.7	3.8	0.0
CCOC(=O)Cc1csc(NC(=O)c2ccc(S(=O)(=O)N(CCOC)CCOC)cc2)n1	-1.7	1.2	-1.4	-0.8	-1.9	0.4	-1.4	0.4	-6.8	-5.1	-0.5
CCCCCSc1nc2c(c(=O)[nH]c(=O)n2C)n1C	-1.1	4.6	-0.2	1.1	0.7	5.1	0.8	-3.1	-3.1	8.7	0.3
CCOC(=O)c1cnc2c(OC)cccc2c1N1CCN(c2ccccn2)CC1	-2.3	4.8	-5.5	1.0	-3.0	-1.1	-1.5	-5.1	-16.1	3.0	-2.6
COc1ccc(C2CC(c3ccc(Br)cc3)=NN2C(=O)CSC2=NCCS2)cc1 (centres undefined)	-2.1	4.2	2.7	0.2	-1.3	3.8	-1.3	-1.5	11.4	-5.1	-1.2
O=C(O)c1ccn(CSc2cc(Cl)ccc2Cl)n1	-0.9	4.3	3.3	1.5	1.1	4.3	0.9	-2.5	-7.7	-2.0	1.2
C/C(=N\N=C1\NC(=O)C(CC(=O)Nc2ccccc2F)S1)C1CCCCC1 (centres undefined)	-0.8	-1.5	-0.6	0.5	0.2	-3.5	0.1	-1.3	6.8	0.4	0.4
O=C(Cc1ccccc1)NCCc1c[nH]c2ccccc12	-0.9	0.2	-1.9	0.5	0.9	-3.5	0.1	0.4	-7.1	-38.4	0.2
Cn1nnc(NC(=S)NC(=O)c2cc3ccccc3o2)n1	-1.1	-0.4	7.5	-0.2	-2.0	0.4	0.5	0.7	-1.1	9.7	0.7
Cc1cc(/C=N/n2cnnc2)c(O)c([N+](=O)[O-])c1	-0.4	-3.9	2.9	0.7	3.2	-1.7	-1.5	1.8	5.5	-1.1	0.1
CC(C)N(CCn1c(SCC(=O)N2CC(=O)Nc3ccccc32)nc2ccccc2c1=O)C(C)C	-1.5	-30.3	0.4	-1.7	-0.5	-4.0	0.3	3.2	-9.1	-3.9	-0.5
CC(=O)c1cccc(NC(=S)NNC(=O)c2ccc(C)c([N+](=O)[O-])c2)c1	-1.2	-0.2	-0.6	1.3	-2.2	-2.8	0.5	2.5	6.6	14.7	0.4
Cc1ccnc(SCC(=O)Nc2sc3c(c2C#N)CCC(C(C)(C)C)C3)n1 (centres undefined)	-1.2	-2.9	-1.2	1.6	0.1	-4.6	1.5	-1.8	2.6	2.7	-0.5
Cc1ccccc1-c1cc2nc(Oc3cccc4ccccc34)n(C)c(=O)c2s1	0.4	0.5	0.2	0.9	4.9	3.5	nt	-2.7	1.3	-6.7	0.9
O=C(Nc1ccc(F)c(F)c1)NC1CCCCC1	-0.2	nt	5.0	1.4	0.6	nt	0.4	3.8	0.2	-3.1	2.6
CCC1C(=O)N(c2nc(C)cc(C)n2)N=C1C (centres undefined)	-1.3	5.1	1.8	1.3	-0.6	1.6	0.7	-0.4	5.4	-4.2	-0.8
O=C(CNC(=O)C1COc2ccccc2O1)Nc1cc(Cl)ccc1Cl (centres undefined)	-1.1	6.0	0.0	1.9	-0.1	-2.3	-1.4	-1.1	-5.7	-5.0	-1.5
O=C(NCc1ccco1)c1ccc2c(c1)CCO2	-0.7	3.4	-0.2	1.9	1.1	2.8	-0.6	-0.8	0.3	0.5	0.4
C[C@H](O)[C@@H]1C(=O)N2CCc3ccc(-c4ccccc4)cc3[C@@H]2C[C@@H]1N(C)C(=O)c1ccco1	-0.4	-0.3	-1.7	-1.5	-0.4	-2.9	-0.7	-4.2	-43.2	-2.5	0.3
CCOC(=O)c1c(C)[nH]c(C(=O)COC(=O)/C=C/c2ccc(O)c(OC)c2)c1C	-2.0	3.5	-1.0	-0.1	-3.3	6.5	-1.1	-3.4	-14.1	-18.5	-1.5
CCCCCCN1C[C@H](O)[C@@H](n2cc(C3CC3)nn2)C[C@@H]1c1ccccc1	-0.4	-8.9	1.4	-0.9	-1.6	-2.0	-1.9	-3.1	-16.1	-2.5	1.5
COc1cc(/C=C(\C#N)c2nnc(N3CCOCC3)n2-c2ccccc2)ccc1O	-2.1	-0.8	-2.5	2.8	-2.8	-6.1	-0.4	0.4	-10.2	4.3	-1.1
Cc1ccc(-n2ncc3c(=O)n(Cc4ccccn4)cnc32)cc1C	-0.4	6.7	1.0	3.0	-1.2	-1.8	1.7	-1.3	-12.9	2.1	-0.7
Cc1nc2ccccn2c1C(=O)C(=O)Nc1cc(F)ccc1F	-0.8	-5.9	-1.9	2.2	-0.4	0.1	1.0	1.2	1.1	-2.0	0.5
CCOC(=O)CN(C(=O)CNC(=O)c1cccs1)C(C(=O)NC1CCCC1)c1ccncc1 (centres undefined)	-0.8	4.4	3.8	-1.0	-0.6	0.7	3.1	-1.7	-11.8	-2.7	0.2
Cc1nnsc1C(=O)Nc1cc(Cl)ccc1Cl	-1.6	0.9	-1.1	-1.3	-1.7	0.2	2.7	5.8	-3.0	1.4	0.1
CCOc1ccc(S(=O)(=O)/N=C(\N)c2ccccc2)cc1	-1.6	0.7	0.5	-2.2	-0.5	3.1	-2.1	-1.3	-1.4	-4.3	-1.3
CN(Cc1ccco1)C(=O)CC[C@H]1O[C@@H](n2ccc(=O)[nH]c2=O)[C@H](O)[C@@H]1O	-0.3	2.2	-1.1	nt	0.9	4.0	nt	-6.0	3.5	-3.7	1.0
O=C(Nc1ccncc1)c1ccc2ccccc2c1	-1.5	-1.7	8.9	3.0	-0.3	-1.9	-0.5	-0.1	-0.1	-9.7	-0.6
Cc1nn(S(=O)(=O)c2cccc([N+](=O)[O-])c2)c(C)c1Br	-1.5	-5.0	2.7	1.8	-2.0	-1.6	2.1	3.0	0.6	6.2	-0.5
CCOc1ccccc1OCC(=O)Nc1ccc(N2CCCCC2)cc1	-2.1	2.8	-3.4	0.0	-3.4	1.6	-1.2	-1.2	-15.0	2.6	-0.4

Complete entries as entered above. Screens in order: ssDAF12 agonist | GC-A act | hgDAF-12 ag | GAA850 FXN act | hcDAF-12 act | GC-B act | DAX1 inh-1 | SMARCA2 act | ADAM10 inh | sPLA2-III inh | DAX1 inh-2
COc1cc(/C=C(\C#N)c2nnc(N3CCOCC3)n2-c2ccccc2)ccc1O across the screens: -2.1 | -0.8 | -2.5 | 2.8 | -2.8 | -6.1 | -0.4 | 0.4 | -10.2 | 4.3 | -1.1
Cc1nc2ccccn2c1C(=O)C(=O)Nc1cc(F)ccc1F across the screens: -0.8 | -5.9 | -1.9 | 2.2 | -0.4 | 0.1 | 1.0 | 1.2 | 1.1 | -2.0 | 0.5

(cont.)
canonical_smiles	ssDAF12 agonist	GC-A act	hgDAF-12 ag	GAA850 FXN act	hcDAF-12 act	GC-B act	DAX1 inh-1	SMARCA2 act	ADAM10 inh	sPLA2-III inh	DAX1 inh-2
CCN(CC)CCn1c(/N=C/c2cc(Br)ccc2O)nc2ccccc21	0.1	-0.5	4.0	-0.4	6.1*	-4.5	-0.1	-0.2	-15.8	-6.6	0.9
CN(Cc1ccccc1)S(=O)(=O)c1cccc(C(=O)OCc2ccc(Oc3ccccc3)cc2)c1	0.0	0.2	-2.2	nt	-2.6	-5.3	nt	-6.2	-3.6	6.7	-1.4
Cc1ccc2nc(Br)c3c(c2c1)OC(CBr)C3 (centres undefined)	-2.0	-8.4	0.8	4.1	7.4*	-2.4	-0.6	-2.2	0.5	-12.9	0.0
COc1ccc(OC)c(NC(=O)CSc2nnc(NC(=O)c3ccco3)s2)c1	-1.1	-3.3	-0.8	1.3	2.2	-3.6	-0.6	4.5	2.3	-4.1	-1.2
CCN(Cc1ccccc1)C(=O)c1cc2cc(OC)c(OC)cc2[nH]1	-1.1	4.9	-2.1	0.3	1.5	-2.3	0.4	-3.4	-26.9	0.1	-0.5
CC(C)c1nc(SCC(=O)Nc2cccc(S(N)(=O)=O)c2)n[nH]1	-0.8	-2.2	-1.1	-1.4	-0.1	6.2	0.0	-1.8	-1.1	-0.6	0.3
c1ccc2nc3c(nc2c1)CCc1nonc1-3	-1.1	3.0	0.7	-0.6	1.8	2.9	1.6	1.9	-0.2	1.1	0.3
O=C(NC1=NCCS1)c1ccc(Cl)c(S(=O)(=O)N2CCCC2)c1	-0.2	-2.0	-0.8	1.2	-1.1	-1.9	-0.8	-2.4	3.3	-7.2	-0.2
CCCOc1ccc(Cc2nn[nH]n2)cc1	-0.3	0.6	1.8	2.0	4.2	5.3	-0.7	-2.7	-8.3	-0.4	-0.2
CC(=O)Oc1ccc(C(=O)Nc2nccs2)cc1	-0.3	-1.2	8.9	2.8	2.6	-0.7	0.7	9.1*	2.2	-0.1	1.8
Cc1cccc[n+]1CC(=O)c1ccc2c(c1)OCCO2	-1.0	-0.9	3.0	0.4	0.4	9.8	-0.8	5.6	2.3	-0.2	0.1
O=C(NCC1CCCO1)c1nn2cccnc2c1Cl (centres undefined)	-0.6	0.1	5.1	2.1	1.6	-5.8	0.1	2.5	-2.4	2.1	2.0
COc1ccc(OC)c(Nc2nc(-c3sc(N)nc3C)cs2)c1	-1.9	6.3	-0.3	0.6	-1.4	6.5	-1.8	5.3	4.5	6.7	0.2
Cc1ccsc1C(=O)OCc1csc(-c2ccccc2)n1	2.7*	4.5	16.3*	5.3	13.2*	0.7	0.8	5.0	-0.5	-4.0	4.7*
COc1cc(NC(=S)N2CCN(CCO)CC2)c(OC)cc1Cl	-0.9	0.6	2.1	-0.6	-0.7	6.9	-0.2	3.1	5.8	4.7	-0.1
CS(=O)(=O)N(CC(=O)N1CCCCC1)Cc1ccc(Cl)cc1	-1.7	-1.6	3.1	2.7	-1.6	1.8	-0.6	0.7	-66.1	-1.7	0.4
Cc1ccc(/C=N/NC(=O)c2ccc(C(=O)N/N=C/c3ccc(C)s3)o2)s1	-1.2	-1.9	0.8	-0.5	-0.5	-2.9	1.2	-3.8	-0.3	-1.4	-0.1
CS(=O)(=O)N(CC(=O)NC1CCCC1)C1CCCCC1	-1.3	1.0	0.8	-0.3	-0.4	0.8	1.1	0.0	-0.8	-1.3	-0.1
